From PubChem
HepG2 viability – counter-screen for TGF-b inhibitors: cytotoxicity in HepG2 cells; Potency, µM (top dose mostly 46.1 µM), inactives show at the highest dose activity change, negative = cytotoxicity, actives largely listed as cytotoxic; 0.76% of 410,000 active; HepG2 CAGA-GFP viability, ATP luminescence, 18 h; note: potency is the fitted concentration of half-maximal effect; some results filed as inactive show a strong effect at the top dose
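CellTiter-Glo luminescence gave cytotoxicity after 18 hours at 37 degrees C. The cells were HepG2 CAGA-GFP in 1% FBS DMEM, stimulated with 500 pg/mL TGF-beta after compound addition. %Activity was normalised to no-cell wells (complete cell-killing) and DMSO (no toxicity), and curves were fitted and classified.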
HT1080 IDH1KD tx – kills HT-1080 cells with IDH1 knockdown | Potency, µM (titrated, usually from 46.1 µM), for the others: at the top dose activity, negative = toxicity, hits mostly cytotoxic | HT-1080 IDH1 knockdown viability, ATP luminescence, 48 h | 2% of 360,000 active;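 note: potency is the fitted concentration of half-maximal effect; 0% = DMSO wells and -100% = cell-free medium wells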
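HT-1080-IDH1KD cells (IDH1 knocked down), 750/well in RPMI with 5% FBS, treated with compound 48 h at 37 degrees C. Viability by CellTiter-Glo luminescence, normalised to DMSO and no-cell wells; concentration-response curves classed.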
HT1080NT lethal – kills 2HG-producing HT-1080-NT fibrosarcoma cells; HT-1080-NT fibrosarcoma viability, CellTiter-Glo ATP luminescence, 48 h; Potency, µM (highest dose often 46.1 µM), without a hit: at the highest dose activity, negative = less viability, hits mostly cytotoxic; 1.6% of 360,000 active; AID 686970;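 note: NT is the 2HG producing partner of a matched IDH1 knockdown line; potency is the fitted concentration of half-maximal effect; 0% = DMSO-treated cells and -100% = media-only wells without cells; nearly all actives have a fitted effect of over 55% in size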
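Viability by CellTiter-Glo luminescence after 48 h compound exposure at 37C of HT-1080-NT cells (750/well, RPMI, 5% FBS). % activity scaled between DMSO wells and medium-only wells, then curve-fitted and categorized by curve class.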
SW480 rerep – induces DNA re-replication in SW480 colon adenocarcinoma cells; SW480 DNA re-replication, Hoechst DNA content imaging, 48 h; Potency, µM (titrated, usually from 46.1 µM), for the others: at the highest dose re-replication activation, actives largely listed as activators; 1.8% of 340,000 active; AID 624297; note: potency is the fitted concentration of half-maximal effect; % of control where 0% means no effect; nearly all actives have a fitted effect of over 55% in size
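Per well, 250 cells were exposed to pinned compound for 48 hr. Nuclear DNA was visualised with Hoechst (40 min, 37 C) and total object intensity recorded by fluorescence scanning.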
S2 tox – viability counter-screen for ATXN expression inhibitors | S2 cells (HEK-293 line with an ATXN2-luciferase reporter) viability, CellTiter-Fluor protease fluorescence, 24 h | Potency, µM (top dose mostly 56.7 µM), usual class: cytotoxic | 0.49% of 400,000 active; note: potency is the fitted concentration of half-maximal effect; nearly all actives have a fitted effect of over 40% in size
KB-3-1 tox – kills parental KB-3-1 adenocarcinoma cells; 1.4% of 400,000 active; Potency, µM (highest dose often 46.1 µM), inactives show top-dose activity change, negative = cytotoxic, actives largely listed as cytotoxic; KB-3-1 viability, CellTiter-Glo ATP luminescence, 72 h; note: potency is the fitted concentration of half-maximal effect; % is set by controls: 0 for no effect and ±100 for the full control effect; nearly all actives have a fitted effect of over 60% in size
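Cytotoxicity in the drug-sensitive parental line KB-3-1 was scored as loss of CellTiter-Glo luminescence following 72 h incubation with compound. Values come from curve fitting of normalized concentration-response data.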
IL-1B inflam inh – inflammasome signaling inhibition, IL-1 beta readout; THP-1 LPS/ATP IL-1B secretion, AlphaLISA, 16 h; active compounds read low; activity change, % at 57.5 µM; 4.7% of 360,000 active; in the data active = activity change below about -50%; inconclusive = mostly about -30% to -49%; note: % is set by controls: 0 for no effect and ±100 for the full control effect
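Secreted IL-1B measured by AlphaLISA bead assay after 16 h compound exposure of THP-1 cells; compounds (final up to 57.5 uM) added 1 h before LPS (250 ng/mL) and ATP (1.25 mM) stimulation; lower signal means less secretion.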
ATXN2 expr inh – inhibitors of ATXN2 expression; HEK-293 ATXN2-luciferase reporter, luminescence, 24 h; Potency, µM (titrated, usually from 57 µM), without a hit: at the highest dose activity change, negative = inhibition, hits mostly inhibitors; 0.72% of 360,000 active; AID 1745845; note: potency is the fitted concentration of half-maximal effect; % is set by controls: 0 for no effect and ±100 for the full control effect; nearly all actives have a fitted effect of over 55% in size
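ATXN2-luciferase reporter cells (luciferase flanked by upstream and downstream ATXN2 gene portions) were treated 24 h at 37 °C with compounds at up to 57 uM. SteadyGlo luminescence gave expression; GF-AFC fluorescence gave viability.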
MCF10A rereplic – induces DNA re-replication in MCF 10a normal breast cells. MCF 10A DNA re-replication, Hoechst nuclear intensity, 48 h. Potency, µM (top dose mostly 46.1 µM), without a hit: at the top dose activity, positive = re-replication, actives largely listed as activators. 2.9% of 350,000 active; note: potency is the fitted concentration of half-maximal effect; % of control where 0% means no effect; nearly all actives have a fitted effect of over 50% in size
* marks the source's active call; other numbers are inactive results; i = inactive; ? = inconclusive; . = not tested or not shown; [ ] = remark or other dose. Unless noted, calls come from the whole dose curve; as a rule, active = well fitted curve in the direction sought with a large enough effect; inconclusive = small, poorly fitted or top-dose-only effect, or another doubt; inactive = no such curve, though single readings can be large; an effect the other way counts as inactive or inconclusive.

Results follow in this order: HepG2 viability	HT1080 IDH1KD tx	HT1080NT lethal	SW480 rerep	S2 tox	KB-3-1 tox	IL-1B inflam inh	ATXN2 expr inh	MCF10A rereplic
1: Cc1ccc(C(=O)OCC(=O)NCCc2ccccc2)cc1S(=O)(=O)N1CCOCC1
    -7%	0%	-1%	0%	i	3%	5	-2%	-1%
2: COc1ccc(S(=O)(=O)N2CCC(C(=O)NCC3CCCO3)CC2)cc1OC (stereo unspecified)
    1%	22%	11%	14%	i	3%	14	-23%	?
3: O=C(CSc1nnc(Cc2ccccc2)n1-c1cccc(Cl)c1)N1CCOCC1
    -5%	6%	7%	0%	?	20%	5	23%	16%
4: Cc1ccc(-c2ccc(S(=O)(=O)NCc3ccco3)cc2)cc1
    0%	15%	5%	-5%	i	6%	26	6%	-9%
5: COc1cc(C(C#N)N2CCCCC2)ccc1O (stereo unspecified)
    12%	5%[9.24 µM]	11%	-6%	i	-2%	29	3%	2%
6: Cc1nc(CCNC(=O)CC2C(=O)NCCN2Cc2ccccc2)sc1C (stereo unspecified)
    -11%	12%	0%	-10%	i	.	-5	-9%	-8%
7: CC(=O)C(Sc1ccc2nnc(-c3ccncc3)n2n1)C(C)=O
    -1%	-9%	-13%	-9%	i	1%	12	7%	17%
8: Cc1ccc(/C=C2/C(=O)c3ccc(C(=O)O)cc3C2=O)o1
    -16%	-2%	-2%	-4%	i	9%	24	6%	-6%
9: COc1cc(NC(=O)Cc2c(C(=O)O)c(C)cn2C)cc(OC)c1
    3%	.	.	.	i	5%	.	11%	.
10: COc1cc(OC)c(CN2CCN(c3ccc(F)cc3)CC2)cc1Br
    -25%	?	?	14%	i	-1%	2	-9%	3%
11: COc1ccc(CCC(=O)Nc2ccccc2C(F)(F)F)cc1
    -3%	3%	-1%	1%	i	-8%	-2	-4%	-6%
12: CC(C)c1ccc(CC(=O)N2CCC2(C)C(=O)Nc2ccccc2)cc1 (stereo unspecified)
    -10%	-19%	-7%	.	i	0%	2	?	.
13: Cc1ccccc1N(CC(=O)N/N=C/c1cc(C)n(-c2ccccc2C)c1C)S(C)(=O)=O
    -17%	-4%	-3%	0%	i	-9%	-5	2%	15%
14: COc1ccc(S(=O)(=O)NC(C)C(=O)NCc2ccncc2)cc1C (stereo unspecified)
    -5%	9%	5%	-28%	i	0%	19	2%	-27%
15: CSCC[C@H](NC(=O)c1cccc(S(=O)(=O)N2CCCCCC2)c1)c1nc2ccccc2[nH]1
    12%	-27%	0%	?	?	?	?	-35%	8%
16: Cn1nnnc1SCC(=O)Nc1cc(C(C)(C)C)nn1-c1ccccc1
    -2%	7%	28%	-6%	?	13%	?	-14%	0%
17: Cc1cc(NC(=O)CCCN2C(=O)c3cccnc3C2=O)no1
    -68%	?	0%	10%	i	7%	58	2%	-4%
18: N[C@@H](Cc1ccccc1)C(=O)N1CCOCC1
    11%	15%	22%	-10%	i	11%	9	9%	-10%
19: O=C(COC(=O)c1cnccn1)Nc1cccc2ccccc12
    7%	4%	-2%	2%	i	-9%	30	-7%	0%
20: O=C(O)COc1nsnc1N1CCOCC1
    -1%	-6%	6%	1%	i	-2%	17	2%	-1%
21: O=C1C2C(c3ccccc3)C=CC(c3ccccc3)C2C(=O)N1C1CCCCC1 (stereo unspecified)
    6%	15%	9%	1%	i	-16%	18	-24%	1%
22: CC(C)Cn1c(SCc2cccc(F)c2)nc2ccsc2c1=O
    -22%	.	.	.	i	-13%	.	-14%	.
23: COc1cc2c(cc1NC(=O)Nc1ccccc1)oc1ccccc12
    7.1µM*	?	?	5%	i	?	?	4%	?
24: Cc1ccc(C(=O)/C=C/Nc2ccc(S(=O)(=O)Nc3onc(C)c3C)cc2)cc1
    6%	-13%	-8%	-2%	?	11%	32	36%[activator]	?
25: COCCN(C(=O)C1=COCCO1)c1c(N)n(CC(C)C)c(=O)[nH]c1=O
    1%	17%	16%	6%	i	?	-2	7%	-1%
26: COc1ccccc1C(=O)Nc1ccccc1N1CCOCC1
    -2%	4%	8%	-7%	?	27%	-16	-3%	-5%
27: COc1cccc2cc(C(=O)N3CCN(c4ccccn4)CC3)c(=O)oc12
    0%	28%	22%	-7%	i	-14%	0	10%	2%
28: O=C(CCNS(=O)(=O)c1ccccc1)NCC1CCCCC1
    -7%	-1%	-4%	-57%[inhibitor]	i	0%	21	1%	-7%
29: O=C(COc1ccc(/C=N/NC(=O)C(=O)N2CCCCC2)cc1)Nc1ccccc1Cl
    -8%	1%	-1%	0%	i	11%	-22	10%	-5%
30: CC(C)Oc1cccc(C(=O)C2CCCN(S(C)(=O)=O)C2)c1 (stereo unspecified)
    12%	-1%	-1%	-3%	i	-3%	31	3%	9%

Given screen by screen: part of the list above
[21] O=C1C2C(c3ccccc3)C=CC(c3ccccc3)C2C(=O)N1C1CCCCC1 (stereo unspecified)
[30] CC(C)Oc1cccc(C(=O)C2CCCN(S(C)(=O)=O)C2)c1 (stereo unspecified)
[22] CC(C)Cn1c(SCc2cccc(F)c2)nc2ccsc2c1=O

Assay by compound	21	30	22
HepG2 viability	6%	12%	-22%
HT1080 IDH1KD tx	15%	-1%	.
HT1080NT lethal	9%	-1%	.
SW480 rerep	1%	-3%	.
S2 tox	i	i	i
KB-3-1 tox	-16%	-3%	-13%
IL-1B inflam inh	18	31	.
ATXN2 expr inh	-24%	3%	-14%
MCF10A rereplic	1%	9%	.

Next records follow.
Results follow in this order: HepG2 viability	HT1080 IDH1KD tx	HT1080NT lethal	SW480 rerep	S2 tox	KB-3-1 tox	IL-1B inflam inh	ATXN2 expr inh	MCF10A rereplic
31: O=C(c1ccccc1)c1ccc(-c2ccc(O)cc2)cc1
    -58%	?	18µM*	16µM*	i	?	-81*	-1%	23µM*
32: Cc1ccccc1OCC(=O)NCC1CCCO1 (stereo unspecified)
    -26%	6%	15%	-8%	?	6%	3	4%	-10%
33: O=C(Nc1nc2ccccc2[nH]1)c1cccs1
    -34%	-14%	-29%	3%	?	-29%	-14	16%[11.3 µM]	15%
34: Cc1cccc(CSc2ncc(CO)n2Cc2ccc(F)cc2)c1
    -17%	.	.	.	i	0%	.	15%	.
35: O=CC(=Cc1ccccc1)c1ccccc1
    -5%	1%	-1%	.	i	0%	-7	.	.
36: O=C1C=C(c2cc(F)ccc2F)C[C@@H](c2ccc(Cl)cc2)C1
    -2%	-7%	-8%	2%	i	-3%	-25	-28%	0%
37: Cc1ccc(Cl)cc1NC(=O)CCn1cccc1
    15%	-4%	-1%	-6%	i	-6%	-15	-10%	-7%
38: O=C(NCc1ccco1)C1CC(O)CN1C(=O)Nc1ccccc1 (stereo unspecified)
    2%	0%	7%	-10%	i	14%	-20	-7%	1%
39: O=C1NCCc2c1[nH]c1c(Cl)ccc(Cl)c21
    -30%	?	?	14%	i	0%	-13	-21%	25%
40: C=C(C)Cn1c(SCC(=O)Nc2cccc(Cl)c2)nc2sc3c(c2c1=O)CCCC3
    7%	.	.	.	i	-6%	.	-13%	.
41: O=C(C1CCCO1)N1CCN(C(=S)Nc2ccccc2Cl)CC1 (stereo unspecified)
    -4%	-4%	1%	18%	i	4%	-11	2%	16%
42: Cc1ccsc1CN(C)CC(=O)Nc1cccc(S(=O)(=O)N(C)c2ccccc2)c1
    1%	-2%	1%	0%	i	1%	-13	6%	?
43: CC(C)C(=O)Nc1cc(-c2nc3ncccc3o2)ccc1Cl
    9%	15%	24%	-7%[9.22 µM]	i	11%	28	13%	5%
44: O=C(NCc1ccco1)NC(=O)c1csc([N+](=O)[O-])c1
    4%	8%	11%	-2%[9.22 µM]	i	-2%	-10	-2%	-8%
45: CCOC(=O)c1cc(-c2csc(COc3ccccc3Cl)n2)on1
    -25%	-18%	-2%	-4%	i	8%	-24	7%	-1%
46: COc1ccc(C2=Nc3ccccc3N(C(=O)c3ccncc3)C2C(=O)NC(C)C)cc1 (stereo unspecified)
    .	9%	2%	.	.	8%	13	.	.
47: Nc1cnccc1C(=O)O
    1%	5%	3%	0%	i	7%	18	-12%	-2%
48: CC(NC(=O)c1ccc(C(F)(F)F)cc1)C(c1ccccc1)N1CCOCC1 (stereo unspecified)
    -1%	6%	16%	13%	i	-14%	6	9%	7%

3 entries from above, screen by screen:
39: O=C1NCCc2c1[nH]c1c(Cl)ccc(Cl)c21
40: C=C(C)Cn1c(SCC(=O)Nc2cccc(Cl)c2)nc2sc3c(c2c1=O)CCCC3
41: O=C(C1CCCO1)N1CCN(C(=S)Nc2ccccc2Cl)CC1 (stereo unspecified)
assay / entry | 39 | 40 | 41
HepG2 viability | -30% | 7% | -4%
HT1080 IDH1KD tx | ? | . | -4%
HT1080NT lethal | ? | . | 1%
SW480 rerep | 14% | . | 18%
S2 tox | i | i | i
KB-3-1 tox | 0% | -6% | 4%
IL-1B inflam inh | -13 | . | -11
ATXN2 expr inh | -21% | -13% | 2%
MCF10A rereplic | 25% | . | 16%
